# RGS4 inh – human RGS4 inhibition; 390,000 compounds, 0.039% hits; Transcreener GDP fluorescence polarization, RGS4-accelerated GTP hydrolysis; P49798; Potency, µM (doses to about 114 µM), for inactives: at the highest dose activity change, negative = inhibition, actives largely listed as inhibitors; further: potency means the concentration at half of the fitted maximal effect; on the % scale 0 is the no-effect control and ±100 the full control effect; nearly all actives have a fitted effect of over 75% in size; some results filed as inactive show a strong effect at the top dose
# Target sequence (P49798 whole entry, looked up): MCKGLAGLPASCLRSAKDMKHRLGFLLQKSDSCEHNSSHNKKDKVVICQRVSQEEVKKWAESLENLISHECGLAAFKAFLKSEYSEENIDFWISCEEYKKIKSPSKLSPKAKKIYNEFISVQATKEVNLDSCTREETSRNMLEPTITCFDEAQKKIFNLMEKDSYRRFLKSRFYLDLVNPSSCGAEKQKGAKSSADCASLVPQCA
#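 MLSMR compounds (23 nl, pin-transferred) preincubated 10 min at room temperature with a 500nM (2x) first reagent, then RGS4 at 900nM (2x) plus Transcreener GDP mix added; fluorescence polarization (620/688 nm) read before and after 90 min at 30 °C.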
# D2 antagonist – antagonizes the human D2 dopamine receptor; P14416; HEK293 TREx D2 cells, calcium flux, dopamine EC80; inhibition, % at 10 µM; 340,000 compounds, 2% hits; in the data active means inhibition above about 30%; further: 0% is about no effect
# Target sequence (P14416 whole entry, looked up): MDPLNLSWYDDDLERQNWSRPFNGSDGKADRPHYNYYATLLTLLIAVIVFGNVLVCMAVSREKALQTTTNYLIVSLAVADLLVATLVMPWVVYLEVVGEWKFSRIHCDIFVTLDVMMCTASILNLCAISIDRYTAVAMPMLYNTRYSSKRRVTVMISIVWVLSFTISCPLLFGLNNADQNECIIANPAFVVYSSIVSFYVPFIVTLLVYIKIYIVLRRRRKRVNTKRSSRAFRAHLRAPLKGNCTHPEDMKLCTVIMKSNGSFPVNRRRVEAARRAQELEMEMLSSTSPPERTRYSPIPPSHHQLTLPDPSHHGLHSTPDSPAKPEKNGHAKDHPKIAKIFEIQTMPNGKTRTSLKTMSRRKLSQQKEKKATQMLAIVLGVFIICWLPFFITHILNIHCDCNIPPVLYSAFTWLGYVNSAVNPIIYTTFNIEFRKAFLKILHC
#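 Calcium mobilization kinetics were recorded at 1 s intervals in tetracycline-induced HEK293 T-REx D2 cells, first for 180 s after compound addition and then 180 s after EC80 dopamine.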
# D2 agonist – D2 dopamine receptor (human) agonism; HEK293 T-REx D2 cells, calcium flux agonist mode; 340,000 compounds, 0.53% hits; activation, % at 2 µM; AID 485358;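 active means activation over 3 SD above normal in the single-dose calcium agonist read, cut at about 30% in these data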; further: 0% is about no effect
#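 Agonism is scored from calcium flux in a force-coupled, inducible HEK293 cell line expressing D2, read kinetically for 180 s after compound addition against dopamine controls.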
# ALOX12 inh – inhibitors of human 12S-lipoxygenase ALOX12. purified 12hLO, xylenol orange hydroperoxide absorbance. Potency, µM (highest dose often 108 µM), without a hit: at the highest dose activity change, negative = inhibition, actives largely listed as inhibitors. 580,000 compounds, 1.1% hits; further: potency means the concentration at half of the fitted maximal effect; on the % scale 0 is the no-effect control and ±100 the full control effect
#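 Purified human 12hLO at 150 nM in 25 mM Hepes, 0.01% Triton X-100, pH 7.0, preincubated 15 min at room temperature with compound. Reaction started with 40 uM arachidonic acid, 30 min at room temperature. Hydroperoxide measured by Fe-xylenol orange, 573/405 nm absorbance ratio.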
# Vif-A3G inh – inhibitors of Vif-APOBEC3G interaction | Potency, µM (series often up to 46.1 µM), without a hit: at the top dose activity, negative = active, actives largely listed as inhibitors | HeLa A3G-eYFP + Vif (tagged APOBEC3G with the HIV-1 protein that degrades it), YFP fluorescence, overnight | 410,000 compounds, 0.076% hits;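 further: potency means the concentration at half of the fitted maximal effect; on the % scale 0 is the no-effect control and ±100 the full control effect; nearly all actives have a fitted effect of over 60% in size; hits raise eYFP signal because A3G escapes Vif-driven loss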
# Target sequence (Q9HC16 whole entry, looked up): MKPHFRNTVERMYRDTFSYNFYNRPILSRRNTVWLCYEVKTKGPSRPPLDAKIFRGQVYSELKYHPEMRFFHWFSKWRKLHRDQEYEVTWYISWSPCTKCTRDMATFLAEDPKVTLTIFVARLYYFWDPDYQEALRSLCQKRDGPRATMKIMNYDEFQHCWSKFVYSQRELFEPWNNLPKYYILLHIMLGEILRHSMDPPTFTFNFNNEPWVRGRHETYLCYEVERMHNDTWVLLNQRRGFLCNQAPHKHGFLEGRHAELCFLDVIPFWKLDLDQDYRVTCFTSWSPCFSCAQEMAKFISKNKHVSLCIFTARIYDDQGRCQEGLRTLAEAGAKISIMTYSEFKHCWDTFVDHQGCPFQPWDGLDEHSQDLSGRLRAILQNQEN
#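 Read-out is eYFP fluorescence (Ex 488/Em 500-530) from Vif-expressing HeLa A3G-eYFP cells; more signal means A3G escaped Vif-mediated degradation. Cells plated overnight, compound pinned in, incubated overnight at 37 deg C.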
# LDHA block – LDHA (human) enzyme inhibition | 480,000 compounds, 0.15% hits | activity change, % (values are at about 110 or 230 µM) | purified LDHA, NADH/diaphorase-resazurin fluorescence; active compounds read low | AID 1347041; in the data active means activity change below about -30%; inconclusive means mostly about -25% to -30%;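 further: plate controls were DMSO wells for no effect and wells without enzyme for full effect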
#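 Human LDH5 (2 nM) was incubated with 0.06 mM NADH and 0.2 mM pyruvate for 5 min at room temperature in Tris pH 7.4. Remaining NADH was coupled through diaphorase/resazurin, and resorufin fluorescence was read at 0 and 20 min.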
# ERG-DNA inh – inhibitors of human ERG Ets domain-DNA interaction; P11308; fluorescence polarization, His-ERG Ets domain / labelled DNA; Potency, µM (series often up to 76.9 µM), without a hit: top-dose FP activity, negative = inhibition, most hits filed as inhibitors; 370,000 compounds, 0.028% hits; AID 624246; active means well fitted inhibition curve with a large enough effect in the polarisation, with a control signal flat; inconclusive means small, poorly fitted or top-dose-only effect, or effect the other way, or a change in a side signal; inactive means no such curve, though single readings can be large or run the other way; the % refers to the polarisation;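 further: polarization taken with two DNA probes labelled with fluorescein and Texas red; potency means the concentration at half of the fitted maximal effect; % of control where 0% means no effect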
#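 His-tagged ERG Ets domain (1 uM in the protein solution; 300mM KCl, 50mM Tris-HCl, 1mM EDTA, 1mM DTT, pH 7.5) received compound, then a probe mix of 5 nM fluorescein-DNA and 100nM Texas-615-DNA. Fluorescence polarization was read for both dyes.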
# Vif-APOBEC3F blk – blocks the Vif interaction with APOBEC3F; HeLa A3F-eYFP + Vif (tagged APOBEC3F with the HIV-1 protein that degrades it), YFP fluorescence increase; Potency, µM (doses to about 46.1 µM), inactives show top-dose activity, negative = active; 390,000 compounds, 0.2% hits; further: potency means the concentration at half of the fitted maximal effect; % of control where 0% means no effect; nearly all actives have a fitted effect of over 65% in size
#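 Fluorescence increase (Ex 488/Em 500-530) after overnight compound treatment at 37 deg C flags inhibition of Vif-driven A3F-eYFP loss in stable HeLa A3F-eYFP/Vif cells seeded overnight beforehand.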
# GRP78 ERSR act – inducers of ER stress response in human glioma cells | AID 602332 | 420,000 compounds, 0.02% hits | Potency, µM, without a hit: at the highest dose activation, usual class: activators | U87-MG GRP78 promoter luciferase reporter, 16 h; further: potency means the concentration at half of the fitted maximal effect; series mostly up to about 76 µM; % of control where 0% means no effect; nearly all actives have a fitted effect of over 35% in size
#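 ERSR induction read as luciferase luminescence (Bright-Glo, 10 min at room temperature) in stably transfected human U87-MG glioma cells exposed to compounds for 16 h, using GRP78 as sensor.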
# * hit, by the source's call; ? = inconclusive; . = no result given; [ ] = remark or other dose. Unless noted, the call rests on the fitted dose curve; in most records, active means well fitted curve in the direction sought with a large enough effect; inconclusive means small, poorly fitted or top-dose-only effect, or another doubt; inactive means no such curve, though single readings can be large; an effect the other way counts as inactive or inconclusive. Not all compounds are listed (hit frequency here may not be typical).
SMILES,RGS4 inh,D2 antagonist,D2 agonist,ALOX12 inh,Vif-A3G inh,LDHA block,ERG-DNA inh,Vif-APOBEC3F blk,GRP78 ERSR act
CCc1ccc(NC(=O)N(Cc2c[nH]c3ccccc23)C2CCCCCC2)cc1,29%,.,-0.5,2%,-15%,-3,5%,7%,5%
CC1c2nc3ccccc3n2C(CC(=O)NCCCN2CCOCC2)C(=O)N1Cc1ccccc1 (centres undefined),6%,0,-0.5,1%,-1%,-1,-8%,2%,-3%
O=C(NNC(=O)C1CCC1)c1ccccc1F,-20%,-7,0.1,-12%,1%,-6,0%,-19%,-3%
O=C(Nc1ccccc1)Nc1ccc2c(c1)CCC2,37%,-2,0.9,-13%,-3%,-7,-2%,-5%,6%
Cn1nc(C(=O)Nc2c(-c3ccccc3)nc3sccn23)c2ccccc2c1=O,-50%,2,-0.9,0%,-3%,-3,4%,1%,-2%
COc1ccc(CN2CCN(C(=O)Cn3ncn4cccc4c3=O)CC2)c(OC)c1OC,-10%,-13,-0.6,-12%,3%,1,-2%,1%,-5%
COc1cc2ccccc2cc1C(=O)Nc1ccc(NC(=O)c2cccs2)cc1,-3%,-16,-2.9,11%,-16%,-3,11%,-9%,-1%
COc1ccc(S(=O)(=O)Nc2ccc(NC(C)=O)cc2)cc1OC,2%,.,.,2%,1%,5,.,2%,-3%
Cc1ccc(/C=C2/Sc3ccccc3N(CC(=O)NCC3CCCO3)C2=O)cc1 (centres undefined),-19%[56.9 µM],-4,-1.2,.,-2%,-4,-2%,-1%,8%
CCOC(=O)N/N=C/c1cn(Cc2ccc(Cl)cc2)c2ccccc12,-40%,5,0.5,7%,-16%,-3,11%,-14%,-4%
CN(CCc1ccccc1)C(=O)c1ccc(NC(=O)Cc2ccc(NC(=O)C3CCN(C(=O)C4CCCC4)CC3)cc2)cc1,11%,.,.,?,-5%,-10,-7%,8%,-3%
CC(c1ccc(F)cc1)n1c(-c2cccs2)n[nH]c1=S (centres undefined),-30%,3,-0.4,-27%,-3%,-10,5%,0%,-1%
CN(CC(=O)Nc1ccccc1Br)CC(=O)Nc1ccccc1-c1ccccc1,-10%,-9,0.3,4%,3%,-6,3%,-2%,-5%
CCn1c(C(=O)NCCc2ccc(OC)c(OC)c2)cc2sc(Cl)cc21,25%,.,1.0,0%,3%,-6,10%,-4%,-2%
Cc1c(Cl)cccc1NC(=S)N(CCN(C)C)C(C)c1ccccn1 (centres undefined),-20%,7,0.0,14%,0%,1,-10%,0%,0%
Cn1c(NC(=O)c2ccco2)cc(=O)n(C)c1=O,-4%,4,0.0,2%,-1%,-5,.,-6%,-4%
CCN(C(=O)CSc1nnnn1-c1ccc(Cl)cc1)C1CCS(=O)(=O)C1 (centres undefined),-3%,.,.,45%[activator],2%,2,4%,0%,-3%
CCOC(=O)C1(Cc2cccc(OC)c2)CCN(Cc2ccc(OC)c(OC)c2)CC1,4%,-28,-0.2,-6%,0%,-1,3%,10%,-3%
O=C1COc2ccc(C(=O)COC(=O)/C=C/c3ccco3)cc2N1,-19%,9,-0.1,.,2%,-8,-14%,0%,-2%
FC(F)(F)c1cc(Cl)c2nc(-c3ccc(Cl)cc3)c(Cc3ccccc3)n2c1,.,.,.,?,-3%,-7,.,.,-4%
COc1ccccc1CNC(=O)[C@H](C)NC(=O)[C@@H]1Cc2ccccc2CN1,-11%,-13,0.1,2%,0%,-2,-11%,-4%,-3%
C=CCOC(=O)C1=C(C)Nc2nnnn2C1c1cccs1 (centres undefined),6%,-2,0.2,-43%,?,-8,-11%,-2%,-6%
O=C(NCC1CCCO1)c1ccc(S(=O)(=O)Nc2ccccc2F)cc1 (centres undefined),-7%,-2,-0.3,8%,2%,-5,-2%,2%,-4%
COc1ccc(C(NC=O)c2cc(OC)c(OC)cc2Br)cc1OC (centres undefined),-6%,-1,1.0,-24%,?,-1,-8%,2%,-4%
COc1ccc(N2CCN(C(=O)NCc3noc4ccccc34)CC2)cc1,4%,.,0.7,6%,0%,2,-2%,-3%,1%

# Retrieved one by one from the list above:
SMILES,RGS4 inh,D2 antagonist,D2 agonist,ALOX12 inh,Vif-A3G inh,LDHA block,ERG-DNA inh,Vif-APOBEC3F blk,GRP78 ERSR act
CC(c1ccc(F)cc1)n1c(-c2cccs2)n[nH]c1=S (centres undefined),-30%,3,-0.4,-27%,-3%,-10,5%,0%,-1%
CC1c2nc3ccccc3n2C(CC(=O)NCCCN2CCOCC2)C(=O)N1Cc1ccccc1 (centres undefined),6%,0,-0.5,1%,-1%,-1,-8%,2%,-3%

# The list continues.
SMILES,RGS4 inh,D2 antagonist,D2 agonist,ALOX12 inh,Vif-A3G inh,LDHA block,ERG-DNA inh,Vif-APOBEC3F blk,GRP78 ERSR act
CCOC(=O)c1cc(-c2ccc(F)cc2)n(CCC(=O)NC2CCN(Cc3ccccc3)CC2)c1C,2%[11.4 µM],-13,0.1,-29%,4%,-1,2%,-11%,-1%
CCOc1cc(C(=O)Nc2ccc(S(=O)(=O)N3CCOCC3)cc2)cc(OCC)c1OCC,-10%,2,-1.1,446%[activator],5%,0,-13%,-9%,-6%
Cc1ccc(-n2nnc(-c3nsc(NC(=O)c4cccc(Cl)c4)n3)c2C)cc1C,-12%,.,-0.3,-5%,3%,-5,-8%,-8%,-4%
CC1CCN(S(=O)(=O)c2cccc3cccnc23)CC1,9%,-28,0.3,2%,0%,-7,-17%,7%,-2%
O=C(CN1c2ccccc2S(=O)(=O)c2ccccc21)Nc1cccc(C(F)(F)F)c1,2%,.,-0.7,-27%,-3%,3,-5%,-3%,-4%
Cc1ccc(C(=O)O/N=C\c2ccc(N3CCCCC3)c([N+](=O)[O-])c2)cc1,-1%,14,1.4,-5%,1%,-3,1%,-7%,?
Cc1ccc(C)c(OCCC(=O)OCC(=O)Nc2cc(S(=O)(=O)N3CCOCC3)ccc2C)c1,-33%,17,0.2,4%,3%,-1,3%,3%,-6%
Cc1ccc(C(=O)OC(C)C(=O)Nc2ccc(Cl)cn2)s1 (centres undefined),-3%,9,-0.4,275%[activator],-1%,-8,-2%,-4%,-3%
O=C(Nc1ccc(C(O)c2ccccc2)cc1)[C@@H]1O[C@H](CO)[C@@H](O)[C@H]1O (some centres undefined),.,.,.,-2%,-3%,-3,.,.,-3%
CCc1c(C(=O)NCc2ccccc2Cl)[nH]c(C)c1C(C)=O,-19%,.,.,-9%,-12%,-4,-4%,2%,-3%
O=C(CSCc1cc(=O)n2ccsc2n1)Nc1ccc(F)cc1,2%,-11,-2.0,6%,-9%,-3,1%,0%,-1%
COc1ccc(Cn2c(SCC(=O)N(C)Cc3ccccc3)nc3ccccc32)cc1,-18%,.,-4.2,?,0%,-5,6%,-4%,1%
COc1cccc2cc(C(=O)NCCC3=CCCCC3)c(=O)oc12,-13%,0,0.5,-14%,6%,3,1%,5%,1%
CCn1c(SCC(=O)Nc2ccc(C(=O)OC)cc2)nc2cccnc21,-31%,-1,-0.8,0%[57.4 µM],1%,-2,5%,-2%,5%
Cc1[nH]oc(=O)c1N=Nc1ccc2[nH]c(=O)[nH]c2c1,25%,.,.,-29%,0%,4,18%,1%,1%
COC(=O)C1[C@H]2SC(C)(C)C(C(=O)OC)N2C(=O)N1Cc1nc2ccccc2s1 (some centres undefined),7%,-3,-0.5,-9%,0%,5,5%,6%,-3%

# Among those listed so far, these have an aryl methoxy group.
SMILES,RGS4 inh,D2 antagonist,D2 agonist,ALOX12 inh,Vif-A3G inh,LDHA block,ERG-DNA inh,Vif-APOBEC3F blk,GRP78 ERSR act
COc1ccc(CN2CCN(C(=O)Cn3ncn4cccc4c3=O)CC2)c(OC)c1OC,-10%,-13,-0.6,-12%,3%,1,-2%,1%,-5%
COc1cc2ccccc2cc1C(=O)Nc1ccc(NC(=O)c2cccs2)cc1,-3%,-16,-2.9,11%,-16%,-3,11%,-9%,-1%
COc1ccc(S(=O)(=O)Nc2ccc(NC(C)=O)cc2)cc1OC,2%,.,.,2%,1%,5,.,2%,-3%
CCn1c(C(=O)NCCc2ccc(OC)c(OC)c2)cc2sc(Cl)cc21,25%,.,1.0,0%,3%,-6,10%,-4%,-2%
CCOC(=O)C1(Cc2cccc(OC)c2)CCN(Cc2ccc(OC)c(OC)c2)CC1,4%,-28,-0.2,-6%,0%,-1,3%,10%,-3%
COc1ccccc1CNC(=O)[C@H](C)NC(=O)[C@@H]1Cc2ccccc2CN1,-11%,-13,0.1,2%,0%,-2,-11%,-4%,-3%
COc1ccc(C(NC=O)c2cc(OC)c(OC)cc2Br)cc1OC (centres undefined),-6%,-1,1.0,-24%,?,-1,-8%,2%,-4%
COc1ccc(N2CCN(C(=O)NCc3noc4ccccc34)CC2)cc1,4%,.,0.7,6%,0%,2,-2%,-3%,1%
COc1ccc(Cn2c(SCC(=O)N(C)Cc3ccccc3)nc3ccccc32)cc1,-18%,.,-4.2,?,0%,-5,6%,-4%,1%
COc1cccc2cc(C(=O)NCCC3=CCCCC3)c(=O)oc12,-13%,0,0.5,-14%,6%,3,1%,5%,1%

# Bioassay records from PubChem.
